# DAT uptake mod – changed human dopamine transporter uptake under cocaine IC80. Q01959. LLC-PK1 hDAT cells, [14C]-dopamine uptake with cocaine IC80; actives deviate in either direction. B-score at 10 µM. actives 1.3% (n = 110,000). AID 449768;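 active = Z score or B-score, a plate-position-corrected score, falls beyond the plate's 99.7% confidence bounds, in either direction; inactive = both scores lie inside the 99.7% bounds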;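 also: scored against the spread of the other compound wells on the same plate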
# Target sequence (Q01959 whole entry, looked up): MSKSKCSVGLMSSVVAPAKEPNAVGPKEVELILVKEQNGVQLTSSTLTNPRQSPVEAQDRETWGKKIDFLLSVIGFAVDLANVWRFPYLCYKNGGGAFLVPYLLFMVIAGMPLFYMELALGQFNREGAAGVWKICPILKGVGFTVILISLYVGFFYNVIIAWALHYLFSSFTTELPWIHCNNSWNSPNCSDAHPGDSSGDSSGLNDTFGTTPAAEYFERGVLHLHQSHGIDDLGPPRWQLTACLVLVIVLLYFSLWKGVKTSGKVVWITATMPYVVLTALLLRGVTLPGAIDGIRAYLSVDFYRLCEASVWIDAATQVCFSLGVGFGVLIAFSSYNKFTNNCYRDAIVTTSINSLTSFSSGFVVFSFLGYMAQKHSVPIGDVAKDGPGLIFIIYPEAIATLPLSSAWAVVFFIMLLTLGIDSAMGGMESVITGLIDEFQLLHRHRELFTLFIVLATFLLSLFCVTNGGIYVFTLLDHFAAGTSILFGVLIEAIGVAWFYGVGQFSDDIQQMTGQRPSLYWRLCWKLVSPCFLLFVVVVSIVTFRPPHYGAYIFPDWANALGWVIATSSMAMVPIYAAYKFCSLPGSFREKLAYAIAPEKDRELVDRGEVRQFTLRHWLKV
# Fibroblast inh – blocks proliferation of human lung fibroblasts; LL 47 human lung fibroblast viability, ATP luminescence; stronger effect = lower value; viability, % at 10 µM; actives 1.1% (n = 85,000); AID 719;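 active = viability at or below 50% in the single dose screen; inactive = viability above 50%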;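 also: compound exposure lasted 72 h before the ATP readout; 100% = median luminescence of untreated cell-only wells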
#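 test system = LL 47 human lung fibroblasts | amount = 1,150 fibroblasts seeded per well | medium = 15% FBS in IMEM | times = overnight cell rest, 72 h compound treatment at 37 °C | measured by = CellTiter-Glo luminescence measuring cellular ATP | read-out = viability percentage against median untreated-cell control | benchmarks = cell-only wells, no compound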
# H69AR inhibit – blocks growth of human H69AR lung tumor cells | AID 598 | viability, % at 10 µM | H69AR lung tumor viability, ATP luminescence, 72 h; stronger effect = lower value | actives 6% (n = 85,000);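 active = viability at or below 40%; inactive = viability above 40%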;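 also: multidrug resistant small cell line overexpressing MRP-1 efflux transporter; 100% = mean luminescence of untreated control wells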
# HUVEC inhibit – blocks proliferation of human endothelial cells. actives 1.1% (n = 86,000). HUVEC proliferation, CellTiter-Glo luminescence, 72 h; stronger effect = lower value. AID 648. viability, % at 10 µM (by protocol);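 active = viability at or below 30%; inactive = viability above 30%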;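 also: 100% = median luminescence of DMSO-only cell control wells on each plate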
# The depositor's hits bear a star; / = no result given; & = joins results of further samples. These rows are one share of the data. The share of hits here may be higher or lower than overall.
SMILES,DAT uptake mod,Fibroblast inh,H69AR inhibit,HUVEC inhibit
N[C@@H](Cc1cc(Br)c(O)c(Br)c1)C(=O)O,/,92.5,97.0,105.9
C=C1C[C@]2(O)[C@@]3(C)CCC(=O)C(C)(C)C3=C(O)C(=O)[C@@]2(C)[C@@H]2C(=O)O[C@@](C)(C(=O)OC)C(=O)[C@@]12C,-0.106,/,/,/
CN(CCOc1ccc(CC2SC(=O)NC2=O)cc1)c1ccccn1 (stereo unspecified),-0.0116&0.289,/,/,/
COc1ccc(C[C@H]2NC[C@H](O)[C@H]2OC(C)=O)cc1,-0.363,/,/,/
O=P1(Oc2ccccc2)CC=C[C@H](COCc2ccccc2)O1 (stereo partly specified),0.71,/,/,/
CCCCOC(=O)c1ccc(NC(=O)c2c(O)[nH]c(=O)[nH]c2=O)cc1,-0.321,/,/,/
COc1cccc2c1O[C@H]1C(=O)CC[C@H]3CN(C)CCC231 (stereo partly specified),-2.16,/,/,/
CC1(C)C[C@H]2C=C(C=O)[C@]3(C=O)C[C@]3(C)[C@H]2C1,-0.53,/,/,/
COC(=O)C1=C(c2ccccc2)C[C@@H]2CC[C@H]1N2C(=O)NC1CCCCC1,0.375,/,/,/
Oc1c(Br)cc(Br)cc1Oc1ccc(Br)cc1Br,0.588,/,/,/
CCC(C)C1NC(=O)C(C(C)=O)=C1O (stereo unspecified),0.0385,/,/,/
C=C(C)[C@@]12OC3(c4ccccc4)O[C@@H]1C1[C@@H]4O[C@]4(CO)[C@@H](O)[C@]4(O)C(=O)C(C)=C[C@H]4[C@@]1(O3)[C@H](C)[C@H]2OC(=O)/C=C/C=C/c1ccccc1 (stereo partly specified),-6.26*,/,/,/
CCN1C[C@@]2(COC)C3[C@@H](OC)[C@H]4[C@@H]1[C@@]3(C1C[C@H]3[C@H](O)C1[C@]4(O)C[C@H]3OC)[C@@H](OC)C[C@H]2O (stereo partly specified),-0.609,/,/,/
C/C(=C/C=C/[C@@H](C)C(=O)O)[C@H]1CN[C@H](C(=O)O)[C@H]1CC(=O)O,0.816,/,/,/
O=P1(Oc2ccccc2)C[C@@H](O)[C@@H](O)[C@H](COCc2ccccc2)O1 (stereo partly specified),-0.37,/,/,/
C[C@]12CC[C@@H]3c4ccc(O)c(O)c4CC[C@H]3[C@@H]1CC[C@@H]2O,0.582,/,/,/
CN1CCc2cc(O)cc3c2[C@H]1Cc1ccc(O)c(O)c1-3,1.67,/,/,/
CC[C@H]1CN2CC[C@@]3(C(=O)Nc4ccccc43)[C@@H]2C[C@@H]1/C(=C\OC)C(=O)OC,-0.997,/,/,/
CN=C1CN(O)C(c2ccccc2)=c2cc(Cl)ccc2=N1,0.425,/,/,/
CC(C)(O)[C@H]1O[C@H]2CC[C@@]3(C)[C@@](O)(CC[C@H]4Cc5c([nH]c6ccccc56)[C@@]43C)C2=CC1=O,0.953,/,/,/
COc1nc(C)nc(NC(=O)NS(=O)(=O)c2ccccc2Cl)n1,-0.000854,/,/,/
C#CCN(C)[C@H](C)Cc1ccccc1,-0.0986,/,/,/
CN1CC[C@]2(c3cccc(O)c3)Cc3nc4ccccc4cc3C[C@H]2C1,0.159,/,/,/
CC[C@H]1CN(C)CCc2c([nH]c3ccccc23)C(=O)C[C@@H]1/C(=C\OC)C(=O)OC,-1.29,/,/,/
COC(=O)C1=C(c2ccccc2)C[C@@H]2CC[C@H]1N2C(=O)N1CCCCC1,-0.0906,/,/,/
COC(=O)C1=C(c2cccc(OC)c2OC)C[C@@H]2CC[C@H]1N2C(=O)NCc1ccco1,0.958,/,/,/
O=C(O)[C@@H]1C[C@H]1[C@@H](NP(=O)(c1ccccc1)c1ccccc1)c1ccccc1,-0.728,/,/,/
CCCCCCCCCOc1ccc2[nH]cc(CCN)c2c1,2.05,/,/,/
O=C(O)C(Cl)(Cl)Cl,0.113,/,/,/
COC(=O)C1=C(c2cccc(OC)c2OC)C[C@@H]2CC[C@H]1N2C(=O)N1CCOCC1,-1.75,/,/,/

# Some of the entries so far, with tabs.
SMILES	DAT uptake mod	Fibroblast inh	H69AR inhibit	HUVEC inhibit
CCC(C)C1NC(=O)C(C(C)=O)=C1O (stereo unspecified)	0.0385	/	/	/
C=C(C)[C@@]12OC3(c4ccccc4)O[C@@H]1C1[C@@H]4O[C@]4(CO)[C@@H](O)[C@]4(O)C(=O)C(C)=C[C@H]4[C@@]1(O3)[C@H](C)[C@H]2OC(=O)/C=C/C=C/c1ccccc1 (stereo partly specified)	-6.26*	/	/	/
CCN1C[C@@]2(COC)C3[C@@H](OC)[C@H]4[C@@H]1[C@@]3(C1C[C@H]3[C@H](O)C1[C@]4(O)C[C@H]3OC)[C@@H](OC)C[C@H]2O (stereo partly specified)	-0.609	/	/	/
C/C(=C/C=C/[C@@H](C)C(=O)O)[C@H]1CN[C@H](C(=O)O)[C@H]1CC(=O)O	0.816	/	/	/
O=P1(Oc2ccccc2)C[C@@H](O)[C@@H](O)[C@H](COCc2ccccc2)O1 (stereo partly specified)	-0.37	/	/	/
C[C@]12CC[C@@H]3c4ccc(O)c(O)c4CC[C@H]3[C@@H]1CC[C@@H]2O	0.582	/	/	/
CN1CCc2cc(O)cc3c2[C@H]1Cc1ccc(O)c(O)c1-3	1.67	/	/	/
CC[C@H]1CN2CC[C@@]3(C(=O)Nc4ccccc43)[C@@H]2C[C@@H]1/C(=C\OC)C(=O)OC	-0.997	/	/	/
CN=C1CN(O)C(c2ccccc2)=c2cc(Cl)ccc2=N1	0.425	/	/	/
CC(C)(O)[C@H]1O[C@H]2CC[C@@]3(C)[C@@](O)(CC[C@H]4Cc5c([nH]c6ccccc56)[C@@]43C)C2=CC1=O	0.953	/	/	/
COc1nc(C)nc(NC(=O)NS(=O)(=O)c2ccccc2Cl)n1	-0.000854	/	/	/
C#CCN(C)[C@H](C)Cc1ccccc1	-0.0986	/	/	/
CN1CC[C@]2(c3cccc(O)c3)Cc3nc4ccccc4cc3C[C@H]2C1	0.159	/	/	/
CC[C@H]1CN(C)CCc2c([nH]c3ccccc23)C(=O)C[C@@H]1/C(=C\OC)C(=O)OC	-1.29	/	/	/
COC(=O)C1=C(c2ccccc2)C[C@@H]2CC[C@H]1N2C(=O)N1CCCCC1	-0.0906	/	/	/
COC(=O)C1=C(c2cccc(OC)c2OC)C[C@@H]2CC[C@H]1N2C(=O)NCc1ccco1	0.958	/	/	/
O=C(O)[C@@H]1C[C@H]1[C@@H](NP(=O)(c1ccccc1)c1ccccc1)c1ccccc1	-0.728	/	/	/

# Next records follow.
SMILES,DAT uptake mod,Fibroblast inh,H69AR inhibit,HUVEC inhibit
COc1cc2c3cc1Oc1cc(ccc1O)C[C@@H]1c4c(cc(OC)c(O)c4Oc4ccc(cc4)C[C@H]3N(C)CC2)CCN1C,0.295,/,/,/
CC[N+](CC)(CC)CC,0.899,/,/,/
CCN1C[C@@]2(COC)C3[C@@H](OC)[C@H]4[C@@H]1[C@@]3(C1C[C@@]3(O)[C@H](OC(=O)c5ccccc5)C1[C@]4(OC(C)=O)[C@@H](O)[C@H]3OC)[C@@H](OC)C[C@H]2O (stereo partly specified),-1.89,/,/,/
COC(=O)C1=C(c2ccccc2)C[C@@H]2CC[C@H]1N2C(=O)NCc1ccc(F)cc1,0.186,/,/,/
C=C1C(=O)O[C@@H]2C[C@@H](C)[C@H]3C=CC(=O)[C@]3(O)C[C@@H]12,-0.0655,/,/,/
C=C(C)[C@H]1CN[C@H](C(=O)O)[C@H]1CC(=O)O,-0.702,/,/,/
COC(=O)C1=C(c2ccccc2)C[C@@H]2CC[C@H]1N2C(=O)NCCCOC(C)C,-0.305,/,/,/
CCCCC/C=C\C/C=C\C/C=C\C/C=C\CCCC(=O)Nc1ccc(O)cc1,0.0215,/,/,/
COC(=O)C1=C(c2cc3ccccc3s2)C[C@@H]2CC[C@H]1N2C(=O)N1CCOCC1,-0.654,/,/,/
COC(=O)C1=C(c2cc3ccccc3o2)C[C@@H]2CC[C@H]1N2C(=O)N1CCOCC1,0.74,/,/,/
COC(=O)C1=C(c2cc3ccccc3s2)C[C@@H]2CC[C@H]1N2C(=O)NC1CCCCC1,1.68,/,/,/
COC(=O)C1=CO[C@@H](C)[C@H]2CN3CC[C@]4(C(=O)Nc5ccccc54)[C@@H]3C[C@H]12,-0.328,/,/,/
COc1ccc2c3c([nH]c2c1)C(C)NCC3 (stereo unspecified),-0.0325,/,/,/
CC[C@@H]1C=CC=CC[C@H](C)[C@@H](O)[C@@H](C)C(=O)[C@H](C)[C@@H](O)[C@H](C)C(=O)[C@H](C)[C@@H](O)[C@H](C)C=CC(=O)O[C@H]2[C@@H](C)[C@@H](CC1)O[C@@]1(CC[C@@H](C)[C@@H](C[C@H](C)O)O1)[C@@H]2C,-0.0108,/,/,/
CN(C)C(=S)SSC(=S)N(C)C,1,/,/,/
COC(=O)C1=C(c2cc3ccccc3o2)C[C@@H]2CC[C@H]1N2C(=O)NC(C)C,-0.375,/,/,/
COC(=O)C1=C(c2cc3ccccc3s2)C[C@@H]2CC[C@H]1N2C(=O)NCc1cccc2ccccc12,1,/,/,/
COC(=O)C1=C(c2cccc(OC)c2OC)C[C@@H]2CC[C@H]1N2C(=O)NC1CCCCC1,-0.766,/,/,/
C/C=C1/CN2[C@@H]3C4CO[C@@H]3c3c([nH]c5cc(OC)ccc35)[C@@H]2CC14 (stereo partly specified),0.732,/,/,/
CC(=O)OC(C)(C)/C=C/C(=O)[C@](C)(O)[C@H]1[C@H](O)C[C@@]2(C)[C@@H]3CC=C4[C@H](C[C@H](O)C(=O)C4(C)C)[C@]3(C)C(=O)C[C@]12C,-0.36,/,/,/
C=C1C(=O)[C@@]23C[C@H]4[C@@H]5[C@@]6(C)CCC[C@@]57[C@@H]2[C@@H](O)[C@@H]1C[C@H]3[C@H]7N4C6,-0.241,/,/,/
COC(=O)C1=C(c2ccccc2)C[C@@H]2CC[C@H]1N2C(=O)N1CCCC1,-0.0405,/,/,/
COC(=O)C1=C(c2ccc(S(C)(=O)=O)cc2)C[C@@H]2CC[C@H]1N2C(=O)NCCO,-0.146,/,/,/
COC(=O)C1=C(c2ccccc2)C[C@@H]2CC[C@H]1N2C(=O)NC(C)C,-1.15,/,/,/
NC(=O)OCCCc1ccccc1,-0.614,/,/,/
Cn1ncnc2c(=O)n(C)c(=O)nc1-2,-1.2,/,/,/
Cn1c(=O)c2c(ncn2CCCl)n(C)c1=O,-2.37,/,/,/
COC(=O)C1=C(c2ccccc2)C[C@@H]2CC[C@H]1N2C(=O)NCC1CC1,-0.266,/,/,/
O=C(Cc1cc(=O)[nH]c(=O)[nH]1)N1CCN(CCO)CC1,1.4,/,/,/
CC(C)c1oc(=O)cc2c1[C@@H](O)[C@H]1OC(=O)[C@@]3(C)CC[C@@H](O)[C@@]2(C)C13 (stereo partly specified),-0.375,/,/,/
COC(=O)C1=C(c2cc3ccccc3s2)C[C@@H]2CC[C@H]1N2C(=O)NCC1CC1,-1.39,/,/,/
CC1=CC2/C=C(\C)CCC(O)C(O)/C=C/C(=O)C23C(=O)NC(CC(C)C)C3C1C (stereo unspecified),2.23,/,/,/
O=C(O)c1nn(Cc2ccc(Cl)cc2Cl)c2ccccc12,1,/,/,/
C[C@@]1([C@@H](NP(=O)(c2ccccc2)c2ccccc2)c2ccccc2)C[C@H]1CCO,-0.388,/,/,/

# Source: PubChem BioAssay (several laboratories)
